Growth percent in the NCI-60 one-dose screen (48 h, 10 µM unless noted): 100 = growth as untreated, 0 = no growth, -100 = all killed.
SF-295 = SF-295 CNS cancer cells; actives 5.6% (n = 79,000)
OVCAR-8 = OVCAR-8 ovarian cancer; actives 4.4% (n = 81,000); AID 1794782
SK-OV-3 = SK-OV-3 ovarian cancer cells | actives 3.2% (n = 80,000) | AID 1794785
OVCAR-5 = OVCAR-5 ovarian cancer | actives 2.9% (n = 82,000) | AID 1794783
U251 = U251 CNS tumor cells; actives 5.4% (n = 80,000)
PC-3 = PC-3 prostate cancer cells. actives 3.9% (n = 80,000). AID 1794754
DU-145 = DU-145 prostate cancer; actives 4.2% (n = 81,000); AID 1794760
OVCAR-4 = OVCAR-4 ovarian cancer cells; actives 3.7% (n = 80,000); AID 1794784
OVCAR-3 = OVCAR-3 ovarian cancer. actives 7% (n = 79,000)
The depositor's hits bear a star; nt = no result given; & = joins results of further samples; ! = a repeat was not active. The calls were made as follows: active = growth percent below 10; inactive = the rest.

SMILES	SF-295	OVCAR-8	SK-OV-3	OVCAR-5	U251	PC-3	DU-145	OVCAR-4	OVCAR-3
Cn1cc(-c2nnc(-c3ccccc3)s2)c2cccnc21	96	96	nt	110	104	87	104	84	89
[2H]C1([2H])[C@H](C)O[C@H](C)C([2H])([2H])N1c1ccc(NC(=O)c2cccc(-c3ccc(OC(F)(F)F)cc3)c2C)cn1	73	79	63	100	65	62	80	66	85
O=C(Nc1ccc(C(=O)O)c(O)c1)c1ccccc1	95&106	100&98	108&100	100&94	104&97	98&91	126&108	112&108	125&115
Cn1cc(C(=O)c2nc(-c3cn(C)c4ccc(Br)cc34)no2)c2cc(F)ccc21	81	92	103	83	96	92	108	15	116
CC1CCOC2Cn3cc(C(=O)NCc4ccc(F)cc4F)c(=O)c(O)c3C(=O)N12 (stereo not given)	77	84	98	99	nt	82	95	104	96
CC(=O)Nc1ccc(O)cc1	107&94&90	109&103&92	92&115&114	105&118&92	107&106&102	98&136&90	118&113&103	131&105	107&102&103
Cn1cc(C(=O)c2nc(-c3cn(C)c4ccc(Cl)cc34)no2)c2ccccc21	91	80	92	100	94	79	92	85	114
O=C(c1ccc2nc(NS(=O)(=O)c3ccc4ccccc4c3)sc2c1)N1CCN(C(c2ccccc2)c2ccccc2)CC1	85	77	90	101	79	67	109	103	86
CC(=O)Nc1ccccc1	96&108	100&109	103&102	nt	105&104	87&94	113&111	98&121	124&120
Cn1cc(-c2nc(N)nnc2-c2c[nH]c3ccc(F)cc23)c2cc(F)ccc21	95	88	101	99	88	88	101	93	104
Cc1ccc(C2CC(c3ccc(N(C)C)cc3)=NN2c2ccc(S(=O)(=O)NC(=O)NCc3ccccc3)cc2)cc1 (stereo not given)	73	82	104	121	72	73	108	81	95
Cc1ccc(NC(=O)CSc2nc(NC(=O)CN3CCN(c4cc5c(cc4F)c(=O)c(C(=O)O)cn5C4CC4)CC3)cc(=O)[nH]2)cc1	105	102	110	96	105	94	107	98	107
CN1CCN(C2CCN(C(=O)Nc3cc(Oc4ccc(NC(=O)C5(C(=O)Nc6ccc(F)cc6)CC5)c(F)c4)ccn3)CC2)CC1	-88*!	-55*!	-51*!	-11*!	-86*!	-12*!	8.5*!	-5.4*!	2.9*!
NC1(c2ccc(-c3nc4ccn5c(=O)[nH]nc5c4cc3-c3ccccc3)cc2)CCC1	-65*	52	3.2*	60	-3.9*	21	61	63	40
CCCCCCc1ccc(O)cc1O	87	97	118	101	90	79	111	102	116
Cc1cccc(C)c1NC(=O)C1CCCCN1C (stereo not given)	97	95	103	97	96	95	114	102	111
COc1cc2ncnc(Oc3cccc(NC(=O)Nc4cc(C(C)(C)C(F)(F)F)on4)c3)c2cc1OC	38	25	-26*	13	51	35	31	36	50
CC[C@@]1(O)C(=O)OCc2c1cc1n(c2=O)Cc2c-1nc1cc(F)c(C)c3c1c2[C@@H](N)CC3	-0.8*	-38*	-32*	-13*	-42*	23	6.8*	-4.5*	-18*
CC[C@@H]1C(=O)N(C)c2cnc(Nc3ccc(C(=O)NC4CCC(N5CCN(CC6CC6)CC5)CC4)cc3OC)nc2N1C(C)C (stereo not given in full)	-36*	1.3*	-69*	22	-16*	9.7*	15	25	-14*
C(=C\c1cn(-c2ccccc2)nc1-c1ccccc1)/c1nnc(-c2ccncc2)o1	106	99	87	96	93	75	108	116	110
[2H]C1([2H])N(C(=O)c2cc(Cc3n[nH]c(=O)c4ccccc34)ccc2F)C([2H])([2H])C([2H])([2H])N(C(=O)C2CC2)C1([2H])[2H]	97	72	82	104	62	59	95	99	85
CCOC(=O)NNc1nncc2ccccc12	103	98	101	nt	97	98	115	116	121
COc1ccc2c(c1)c(-c1nnc(-c3cn(C)c4ncccc34)s1)cn2C	79	74	nt	101	97	77	76	84	88
COc1ccc(-n2[nH]c3c(cnc4ccccc43)c2=O)cc1	93&87	100&101	99&105	108&107	107	97&91	101&96	98&111	116&100
Cc1cccc(NC(=O)Nc2ccc3nc(NS(=O)(=O)c4ccc5ccccc5c4)sc3c2)c1	96	92	84	80	93	87	106	93	100
CCCCCC(=O)O[C@]1(C(C)=O)CCC2C3CCC4=CC(=O)CC[C@]4(C)C3CC[C@@]21C (stereo not given in full)	13	24	64	74	24	6.1*	55	18	7.3*
COc1ccc(/C=C/C(C)=N/OCC(=O)Nc2ccc(OC)cc2)cc1	104	95	104	102	94	92	113	115	115
O=C(c1cccs1)C1C(c2cccs2)CC(O)(c2cccs2)C(C(=O)c2cccs2)C1c1cccs1 (stereo not given)	96	99	99	92	90	78	105	90	101

Of the compounds above, these contain sulfur.
SMILES	SF-295	OVCAR-8	SK-OV-3	OVCAR-5	U251	PC-3	DU-145	OVCAR-4	OVCAR-3
Cn1cc(-c2nnc(-c3ccccc3)s2)c2cccnc21	96	96	nt	110	104	87	104	84	89
O=C(c1ccc2nc(NS(=O)(=O)c3ccc4ccccc4c3)sc2c1)N1CCN(C(c2ccccc2)c2ccccc2)CC1	85	77	90	101	79	67	109	103	86
Cc1ccc(C2CC(c3ccc(N(C)C)cc3)=NN2c2ccc(S(=O)(=O)NC(=O)NCc3ccccc3)cc2)cc1 (stereo not given)	73	82	104	121	72	73	108	81	95
Cc1ccc(NC(=O)CSc2nc(NC(=O)CN3CCN(c4cc5c(cc4F)c(=O)c(C(=O)O)cn5C4CC4)CC3)cc(=O)[nH]2)cc1	105	102	110	96	105	94	107	98	107
COc1ccc2c(c1)c(-c1nnc(-c3cn(C)c4ncccc34)s1)cn2C	79	74	nt	101	97	77	76	84	88
Cc1cccc(NC(=O)Nc2ccc3nc(NS(=O)(=O)c4ccc5ccccc5c4)sc3c2)c1	96	92	84	80	93	87	106	93	100
O=C(c1cccs1)C1C(c2cccs2)CC(O)(c2cccs2)C(C(=O)c2cccs2)C1c1cccs1 (stereo not given)	96	99	99	92	90	78	105	90	101

This is a subset. The share of hits here may be higher or lower than overall.
